# Bioassay records (PubChem)
# GPT2 inhibitor = Primary qHTS assay for inhibitors of Glutamate pyruvate transaminase 2 (GPT2). Alanine aminotransferase 2 (Homo sapiens), Q8TD30. Recombinant GPT2, coupled pyruvate oxidase/HRP Amplex Red fluorescence. hit rate 0.25% among 100,000. AID 1671188, 2021. Potency, µM (highest dose often 57.7 µM), without a hit: top-dose activity change, negative = inhibition, usual class: inhibitors; note: potency is the fitted concentration of half-maximal effect; nearly all actives have a fitted effect of over 60% in size; many of its hits are not listed in these tables
#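 Recombinant GPT2 (10ng/uL) with 250uM a-KG and 2mM L-alanine, 30 min at room temperature, in HEPES pH 7.5 buffer. Pyruvate detected by pyruvate oxidase/HRP/Amplex Red fluorescence after 30 min in the dark; AOA (50uM) as positive control.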
# HEK293 viab = GF-AFC viability counterscreen for inhibitors of alpha-synuclein gene (SNCA) expression; hit rate 0.12% among 150,000; Potency, µM (top dose mostly 57.1 µM), for the others: at the top dose activity change, negative = cytotoxicity, usual class: cytotoxic; HEK-293-SNCA-luc viability, GF-AFC fluorescence, 24 h;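 note: potency is the fitted concentration of half-maximal effect; 0% = DMSO-treated cells and -100% = medium-only wells without cells; nearly all actives have a fitted effect of over 30% in size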
#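 HEK-293-SNCA-luc cells (1500/well) plated 24 h, then exposed 24 h to a dilution series; GF-AFC added 30 min at 37C, fluorescence 405/540 nm; normalised to medium-only and DMSO wells, Hill fit.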
# HEK293 tox = Cytotoxic Profiling in HEK 293 Cell Line of Diverse Libraries Using Quantitative High-Throughput Screening; HEK 293 viability, ATP luminescence (CellTiter-Glo), 48-72 h; Potency, µM (titrated, usually from 115 µM), for inactives: top-dose activity change, negative = cytotoxicity, usual class: inhibitors; hit rate 6.6% among 94,000; note: potency is the fitted concentration of half-maximal effect; nearly all actives have a fitted effect of over 60% in size
#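 HEK 293 cells at 250 cells/well were exposed to compounds by pintool transfer for 48 or 72 hr at 37 degree Celsius, 5% CO2. Viability was read as ATP-coupled luminescence with CellTiter-Glo after 10 min at room temperature.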
# SNCA expr inh = Primary qHTS assay for inhibitors of alpha-synuclein gene (SNCA) expression; Potency, µM (top dose mostly 57.2 µM), for inactives: at the top dose activity change, negative = inhibition, most hits filed as inhibitors; HEK-293 SNCA-luciferase knock-in, luminescence, 24 h; hit rate 0.17% among 140,000; AID 1671194, 2021;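 note: potency is the fitted concentration of half-maximal effect; plate controls were DMSO cells for no effect and cell-free wells for full effect; nearly all actives have a fitted effect of over 45% in size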
# IP6K1 inh = Primary qHTS assay for small molecule inhibitors of Inositol hexaphosphate kinase 1 (IP6K1); IP6K1 kinase, ADP-Glo luminescence, 2 h; hits give low values; activity change, % (series mostly up to about 58 µM); hit rate 0.81% among 140,000; AID 1645851, 2021; in the data active = activity change below about -25%
# Target sequence (Q92551 whole entry, looked up): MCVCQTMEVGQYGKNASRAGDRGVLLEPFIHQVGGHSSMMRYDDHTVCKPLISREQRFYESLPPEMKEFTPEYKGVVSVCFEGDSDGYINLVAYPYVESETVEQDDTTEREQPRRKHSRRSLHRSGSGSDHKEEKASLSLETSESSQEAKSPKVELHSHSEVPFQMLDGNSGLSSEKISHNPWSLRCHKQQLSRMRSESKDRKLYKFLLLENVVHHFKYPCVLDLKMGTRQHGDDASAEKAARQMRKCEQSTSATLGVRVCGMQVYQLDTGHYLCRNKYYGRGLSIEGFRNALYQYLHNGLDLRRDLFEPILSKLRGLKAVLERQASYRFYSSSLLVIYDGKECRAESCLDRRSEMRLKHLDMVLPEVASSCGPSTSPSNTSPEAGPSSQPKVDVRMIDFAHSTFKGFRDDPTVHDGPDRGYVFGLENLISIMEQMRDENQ
#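 ADP-Glo luminescence measures ADP made by human IP6K1 during a 2 h RT reaction with ATP/IP6 (mix at 1.3 mM/130 uM); top library doses 57.5 and 19.1 uM final.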
# NIH3T3 tox = Cytotoxic Profiling in NIH 3T3 Cell Line of Diverse Libraries Using Quantitative High-Throughput Screening | Potency, µM (top dose mostly 96.7 µM), for the others: at the highest dose activity change, negative = cytotoxicity, usual class: inhibitors | hit rate 4.3% among 94,000 | NIH 3T3 viability, CellTiter-Glo ATP luminescence, 48-72 h | AID 1345082, 2018; note: potency is the fitted concentration of half-maximal effect; nearly all actives have a fitted effect of over 55% in size
#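 Cytotoxicity is measured as loss of cellular ATP: NIH 3T3 cells (400/well) are exposed to compound for 48 or 72 hr at 37 °C, then CellTiter-Glo luminescence is imaged after 10 min at room temperature.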
# Luciferase inh = Firefly luciferase inhibition profiling of diverse chemical library using quantitative high-throughput screening; Potency, µM (top dose mostly 115 µM), inactives show top-dose activity change, negative = inhibition, usual class: inhibitors; Luciferin 4-monooxygenase (Photinus pyralis), P08659; hit rate 2.5% among 76,000; AID 1347043, 2019; purified P. pyralis luciferase, luminescence, biochemical; note: potency is the fitted concentration of half-maximal effect; nearly all actives have a fitted effect of over 65% in size
# Target sequence (P08659 whole entry, looked up): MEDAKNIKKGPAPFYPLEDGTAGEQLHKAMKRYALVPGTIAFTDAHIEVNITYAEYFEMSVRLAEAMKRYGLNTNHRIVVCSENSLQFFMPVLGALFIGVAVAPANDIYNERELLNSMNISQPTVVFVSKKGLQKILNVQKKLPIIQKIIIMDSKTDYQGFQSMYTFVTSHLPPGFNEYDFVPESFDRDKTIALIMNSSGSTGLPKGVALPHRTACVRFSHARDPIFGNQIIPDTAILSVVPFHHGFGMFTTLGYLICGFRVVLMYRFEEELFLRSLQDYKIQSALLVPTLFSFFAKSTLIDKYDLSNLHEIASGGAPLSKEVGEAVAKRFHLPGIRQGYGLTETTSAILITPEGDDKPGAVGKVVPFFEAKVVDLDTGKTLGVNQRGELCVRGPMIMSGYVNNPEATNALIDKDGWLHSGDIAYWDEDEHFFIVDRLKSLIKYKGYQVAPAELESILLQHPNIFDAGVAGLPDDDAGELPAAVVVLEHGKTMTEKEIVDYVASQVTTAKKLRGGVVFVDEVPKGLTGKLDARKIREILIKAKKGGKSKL
#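 Luminescence read by CCD imager after adding enzyme (10nM final) to wells holding compound, titrated in qHTS. Substrates 10uM each D-luciferin and ATP; buffer 50mM Tris acetate pH 7.5, 10mM Mg acetate, Tween-20, BSA.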
# * hit, by the source's call; i = inactive; ? = inconclusive; nt = no result given; & = joins results of further samples; ! = a repeat was not active; [ ] = dose if it differs, or a comment. Unless noted, calls come from the whole dose curve; as a rule, active = well fitted curve in the direction sought with a large enough effect; inconclusive = small, poorly fitted or top-dose-only effect, or another doubt; inactive = no such curve, though single readings can be large; an effect the other way counts as inactive or inconclusive. Unless noted, % is set by controls: 0 for no effect and ±100 for the full control effect.
SMILES,GPT2 inhibitor,HEK293 viab,HEK293 tox,SNCA expr inh,IP6K1 inh,NIH3T3 tox,Luciferase inh
Cc1ccc([S+](=O)([O-])c2nnn3c2nc(NC2CC2)c2ccccc23)cc1,0%,4%,i,3%,0,i,nt
O=S(=O)(c1ccc(C(F)(F)F)cc1)N1CC(c2nc(-c3ccncc3)no2)C1,i,3%,?,-17%,-14,-10%,11%
CCC1(C(=O)NCc2ccc(C(C)C)cc2)CCCCC(=O)N1 (centres undefined),i,-8%,?,-4%,10,-13%,0%
COc1ccc(C(=O)N2CCn3c(nnc3[C@@H]3C[C@@H](O)CN3Cc3ccccc3)C2)cc1,i,-1%[12.5 µM],i,-6%,4,-5%,7%
CSc1ccc(-c2cccc(C(=O)NCC(=O)N3CCOCC3)c2)cc1,i,1%,?,59%[activator],-8,?,nt
COCCc1noc(C2Cc3ccccc3N2C(=O)Nc2cc(OC)cc(OC)c2)n1 (centres undefined),-3%,3%,-7%,-1%,14,-8%,1%
COc1ccc(-c2ccc(CCC(=O)O)n2-c2ccc(Cl)cc2C)cc1,nt,0%,nt,-5%,-10,nt,nt
COc1ccc(NC(=O)N2C[C@@H]3C[C@H](C2)c2ccc(NS(=O)(=O)c4ccc(NC(C)=O)cc4)c(=O)n2C3)cc1,-5%,-5%,4%,28%,1,-2%,12%
CC(C)CN(CCCNC(=O)c1cc(-c2cccs2)nc2ccccc12)CC(C)C,nt,6%,nt,35%[activator],-12,nt,nt
CCN(Cc1cnn(CC)c1)C(=O)CN1C(=O)C2(CCCCC2)C1c1ccccc1 (centres undefined),i,-11%,?,15%,6,?,nt
COc1cccc(N2CCN(C(=O)CCCn3c(=O)[nH]c4ccc(Br)cc4c3=O)CC2)c1,nt,?,nt,?,-1,nt,nt
COCC(=O)NCC1c2cc(OC)c(OC)cc2CCN1C(=O)Nc1cccc(F)c1 (centres undefined),5%,-5%,-11%,3%,6,-11%,-7%
COc1ccccc1CNC(=O)CCc1c(C)nc2cc(-c3ccc(Cl)cc3)nn2c1C,nt,19%,nt,?,13,nt,nt
CC(C)Cn1c(CNC(=O)OC(C)(C)C)nc2cccnc21,2%,-10%[87.6 µM],?,7%[87.6 µM],0&-7,45µM*!,-9%[172 µM]
CCN(CC)C(=O)c1sc2c(c1C)c(=O)n(Cc1ccccc1)c(=O)n2Cc1c(C)cc(C)cc1C,nt,6%,nt,22%,-5,nt,nt
COc1ccc(CCC(=O)N2C[C@@H](Oc3cccnc3)C[C@H]2C(=O)N2CCOCC2)cc1,i,3%,i,-12%,4,-6%,nt
COc1ccc(-n2nnnc2C2CCN(S(=O)(=O)c3ccc(NC(C)=O)cc3)CC2)cc1,nt,?,nt,-19%,-7,nt,nt
O=C(c1ccccc1Cl)N1CCCC(C(=O)N2CCC(c3nc4ccncc4[nH]3)CC2)C1 (centres undefined),i,2%,-4%,-29%,-4,-23%,nt
O=C(Nc1cccc2cccnc12)c1ccc(-c2cccc(Cl)c2)o1,nt,-5%,nt,24%,19,nt,nt
Cc1ccc(NC(=O)Cn2c(C)cc3nc4n(c(=O)c32)CCC4)cc1Cl,i,0%,?,-2%,-8,?,-4%
Cc1nnc(SCC(=O)NCc2cccc(F)c2)c2nn(-c3ccccc3)c(C)c12,nt,-10%,nt,?,22,nt,nt
CCOc1cc(=O)n2c(c1C(=O)Nc1ccc(F)c(F)c1)CCCC2,i,-12%,-5%,-6%,11,i,3%
COc1ccc(-c2nc(-c3nnn4c3COC(c3ccc(OC)cc3)C4)no2)cc1 (centres undefined),i,10%,0%,4%,0,-4%,-8%
COc1cc(F)ccc1-c1ccc2ncn(C3CC3)c(=O)c2n1,-6%[88.5 µM],-2%[87.6 µM],-5%[172 µM],66%[activator][87.6 µM],12,?,-10%[172 µM]
COc1cc(Cl)c(NC(=O)CN2C(=O)c3cccnc3Sc3ccccc32)c(OC)c1,nt,-3%,nt,3%,-12,nt,nt
Cn1nc(C2CC2)cc1NC(=O)Cc1ccc(F)cc1,i,-3%[87.6 µM],-24%[172 µM],2%[87.6 µM],6,?,nt
COCc1cc(C[C@@H]2CC[C@H](O)[C@@H](CN(C)C)O2)no1,-8%[88.5 µM],3%[87.6 µM],2%[230 µM],1%[87.6 µM],4,i,-4%[230 µM]
CCC(C)NC(=O)C1CC(c2ccccc2)CN(C(=O)NCc2ccccc2)C1 (centres undefined),i,4%,?,2%,-1,-16%,-4%
CC1Oc2ccc(NC(=O)c3c(F)cccc3F)cc2CN(Cc2ccccc2F)C1=O (centres undefined),i,2%,?,4%,26,?,3%
CN(C)C1CCN(c2ncc(C(C)(C)C(=O)O)c(N3CCOCC3)n2)C1 (centres undefined),i,7%,i,-14%,11,2%,1%
Cc1ccc(N(C(=O)COc2ccccc2C)S(=O)(=O)c2ccc(Cl)cc2)cc1,nt,-6%,nt,-23%,-4,nt,nt
O=C(O)Cn1nc(N2CCN(c3ccc(F)cc3)CC2)ccc1=O,nt,2%,nt,46%[activator],5,nt,nt
COc1ccccc1-c1nc(C(=O)N2CCCC2)n2ccncc12,?,7%,?,-17%,-19,?,nt
O=C(NC[C@H]1OC[C@@H](NCc2ccccc2O)[C@@H]1O)c1ccc(F)cc1,i,4%[87.6 µM],3%[172 µM],0%[87.6 µM],5,i,-1%[172 µM]
O=C(C1CCCN([S+](=O)([O-])c2cccs2)C1)N1CCC(c2nc3ncccc3[nH]2)C1 (centres undefined),-15%,6%,i,9%,-3,-2%,nt
Cc1cccc(C(=O)NCC23CCC=C2N(C)C(=O)CC3)c1 (centres undefined),-9%,6%,-4%,2%,-4,-17%,5%
COCC(=O)NC[C@H]1O[C@H](Cc2cc(CN3CCNCC3)on2)CC[C@@H]1O,-13%[88.5 µM],9%[87.6 µM],-1%[172 µM],5%[87.6 µM],-3,i,-2%[172 µM]
COC(=O)c1cccc(COC[C@@H]2CN(C(C)C)[S+](=O)([O-])[C@H]2c2ccccc2)c1,nt,nt,?,nt,-5,?,nt
Cc1ncsc1CN1CCC(N2C(=O)C(OCC3CC3)C23CCCCC3)CC1 (centres undefined),i,-5%,?,-21%,10,-27%,-1%
COCCN1C(=O)c2ccccc2C(C(=O)NC(C)C)C12CCCCC2 (centres undefined),-6%,-1%,4%,0%,3,i,8%
Cc1ccc(S(=O)(=O)N2CCc3nc(N(C)Cc4cccnc4)[nH]c(=O)c3CC2)cc1,i,4%,?,1%,6,?,-2%
COc1cccc(N2C(=O)NC(=NC3CCCCC3)C23CCN([S+](=O)([O-])c2cccs2)C3)c1 (centres undefined),0%,-10%,2%,-28%,0,i,nt
O=C(O)C1(Oc2ccc3ccccc3c2)CCN(Cc2ccc(CO)o2)CC1,i,3%,4%,22%,0,i,0%
CC(C)Sc1ncc(Cl)c(C(=O)Nc2nc3ccc(S(C)(=O)=O)cc3s2)n1,nt,-12%,nt,22%,11,nt,nt
COc1cccc(CNC(=O)Nc2nc(-c3ccncc3)cs2)c1,-6%,-6%,nt,nt,12,nt,nt
Cc1ccc(NC(=O)Cn2c(=O)n(CCc3ccccc3)c(=O)c3c4c(sc32)CCCC4)cc1C,nt,9%,nt,?,-12,nt,nt
Cc1ccc(O)c(-c2n[nH]c3c2C(c2ccc(F)cc2)N(Cc2ccco2)C3=O)c1 (centres undefined),nt,-26%,nt,-25%,6,nt,nt
CCc1ccccc1NC(=O)CSc1nc(C)c(C(=O)Nc2ccccc2)c(-c2ccc(Cl)cc2)c1C#N,nt,0%,nt,13%,-1,nt,nt

# A few values from the entries so far:
# Under SNCA expr inh, `O=C(O)C1(Oc2ccc3ccccc3c2)CCN(Cc2ccc(CO)o2)CC1` has the entry 22%
# Under HEK293 viab, `CC(C)Sc1ncc(Cl)c(C(=O)Nc2nc3ccc(S(C)(=O)=O)cc3s2)n1` has the entry -12%
# Under GPT2 inhibitor, `COc1cccc(CNC(=O)Nc2nc(-c3ccncc3)cs2)c1` has the entry -6%

# Next part.
SMILES,GPT2 inhibitor,HEK293 viab,HEK293 tox,SNCA expr inh,IP6K1 inh,NIH3T3 tox,Luciferase inh
Cc1noc(C)c1-c1ccc(S(=O)(=O)N[C@@H]2[C@@H](N)[C@H]3CCO[C@H]32)s1,-21%,-9%,-12%,9%,-11,-5%,5%
CC(C)NC(=O)N1CCC[C@@H](O)[C@H](NC(=O)c2ccc(OCCN3CCOCC3)cc2)C1,2%,-2%,0%,32%[activator],17,-10%,4%
COc1ccc(NC(=O)c2ccco2)cc1NC(=O)C(C)(C)Oc1ccc(Cl)cc1,nt,-23%,nt,-16%,-7,nt,nt
COc1cccc(OC)c1-c1nc(C(=O)N[C@@H](CC(C)C)C(=O)O)cn1-c1ccnc2cc(Cl)ccc12,-2%,-16%,nt,nt,-2,nt,nt
Cc1nnc([C@H]2CCN(Cc3cc4ccccc4o3)C2)o1,i,-9%[87.6 µM],-4%[230 µM],-22%[87.6 µM],3,-13%[230 µM],4%[230 µM]
CNC(=O)Cn1nc(C2CCN(C(=O)c3cccc(F)c3)CC2)c2c1CCOC2,i,3%,-9%,1%,7,i,4%
O=C(Oc1ccccc1)c1cccc(C(=O)Oc2ccccc2)c1,-10%[88.5 µM],-25%,nt,209%[activator],9,nt,nt
O=C(O)CC1CCC(c2ccc(-c3ccc(Nc4ccc(C(F)(F)F)nc4)cn3)cc2)CC1 (centres undefined),0%,-27%,nt,nt,-6,nt,nt
COc1ccccc1-c1cccc(C(=O)N2CCC[C@H]2C(=O)NCCCc2ccccc2)c1,4%,-7%[12.5 µM],?,-12%,-6,?,nt
O=C1CCC[C@@H]2[C@H]3CCC[N+]4([O-])CCC[C@@H](CN12)[C@@H]34 (some centres undefined),-2%,-7%&3%,nt,-5%,-2,nt,nt
CC(=O)c1cccc(NC(=O)C2CCCN(C(=O)c3cnn(-c4ccccc4)c3-n3cccc3)C2)c1 (centres undefined),nt,?,nt,-3%,14,nt,nt

# Profiles, quoted from the list. Order of values: GPT2 inhibitor	HEK293 viab	HEK293 tox	SNCA expr inh	IP6K1 inh	NIH3T3 tox	Luciferase inh
# Cc1noc(C)c1-c1ccc(S(=O)(=O)N[C@@H]2[C@@H](N)[C@H]3CCO[C@H]32)s1 reads -21%	-9%	-12%	9%	-11	-5%	5%
# Cc1nnc([C@H]2CCN(Cc3cc4ccccc4o3)C2)o1 reads i	-9%[87.6 µM]	-4%[230 µM]	-22%[87.6 µM]	3	-13%[230 µM]	4%[230 µM]
